Screening data: PubChem, National Center for Advancing Translational Sciences (NCATS)
Vif-APOBEC3G blk = inhibitors of Vif-APOBEC3G interaction; Q9HC16; HeLa A3G-eYFP + Vif (tagged APOBEC3G with the HIV-1 protein that degrades it), YFP fluorescence, overnight; Potency, µM (top dose mostly 46.1 µM), for the others: at the highest dose activity, negative = active, hits mostly inhibitors; 410,000 compounds, 0.076% hits;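 note: potency is the fitted concentration of half-maximal effect; % is set by controls: 0 for no effect and ±100 for the full control effect; nearly all actives have a fitted effect of over 60% in size; hits raise eYFP signal because A3G escapes Vif-driven loss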
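Read-out is eYFP fluorescence (Ex 488/Em 500-530) from Vif-expressing HeLa A3G-eYFP cells; more signal means A3G escaped Vif-mediated degradation. Cells plated overnight, compound pinned in, incubated overnight at 37 deg C.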
Vif-A3F inh = blocks the Vif interaction with APOBEC3F; HeLa A3F-eYFP + Vif (tagged APOBEC3F with the HIV-1 protein that degrades it), YFP fluorescence increase; Potency, µM (top dose mostly 46.1 µM), for inactives: top-dose activity, negative = active; 390,000 compounds, 0.2% hits; AID 602313; note: potency is the fitted concentration of half-maximal effect; % of control where 0% means no effect; nearly all actives have a fitted effect of over 65% in size
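Fluorescence increase (Ex 488/Em 500-530) after overnight compound treatment at 37 deg C flags inhibition of Vif-driven A3F-eYFP loss in stable HeLa A3F-eYFP/Vif cells seeded overnight beforehand.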
RGS4 inh = human RGS4 inhibition; 390,000 compounds, 0.039% hits; Transcreener GDP fluorescence polarization, RGS4-accelerated GTP hydrolysis; AID 504845; Potency, µM (top dose mostly 114 µM), inactives show at the top dose activity change, negative = inhibition, actives largely listed as inhibitors; P49798; note: potency is the fitted concentration of half-maximal effect; % is set by controls: 0 for no effect and ±100 for the full control effect; nearly all actives have a fitted effect of over 75% in size; some results filed as inactive show a strong effect at the top dose
Target sequence (P49798 whole entry, looked up): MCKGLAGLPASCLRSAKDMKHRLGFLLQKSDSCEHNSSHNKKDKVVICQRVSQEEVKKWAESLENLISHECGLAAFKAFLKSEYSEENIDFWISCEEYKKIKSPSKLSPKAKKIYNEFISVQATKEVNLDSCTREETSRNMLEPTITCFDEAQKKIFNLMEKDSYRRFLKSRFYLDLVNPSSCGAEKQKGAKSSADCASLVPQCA
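MLSMR compounds (23 nl, pin-transferred) preincubated 10 min at room temperature with a 500nM (2x) first reagent, then RGS4 at 900nM (2x) plus Transcreener GDP mix added; fluorescence polarization (620/688 nm) read before and after 90 min at 30 °C.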
GRP78 ERSR act = induces the endoplasmic reticulum stress response in human glioma cells; 420,000 compounds, 0.02% hits; Potency, µM, for inactives: top-dose activation, usual class: activators; U87-MG GRP78 promoter luciferase reporter, 16 h; note: potency is the fitted concentration of half-maximal effect; series mostly up to about 76 µM; % of control where 0% means no effect; nearly all actives have a fitted effect of over 35% in size
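ERSR induction read as luciferase luminescence (Bright-Glo, 10 min at room temperature) in stably transfected human U87-MG glioma cells exposed to compounds for 16 h, using GRP78 as sensor.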
LDHA block = inhibitors of human lactate dehydrogenase A. 480,000 compounds, 0.15% hits. purified LDHA, NADH/diaphorase-resazurin fluorescence; active compounds read low. activity change, % (values are at about 110 or 230 µM). P00338. AID 1347041; in the data active = activity change below about -30%; inconclusive = mostly about -25% to -30%;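 note: plate controls were DMSO wells for no effect and wells without enzyme for full effect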
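LDH5 2 nM; NADH 0.06 mM, pyruvate 0.2 mM; 200 mM Tris pH 7.4, EDTA, Tween-20; 5 min RT. Detection: diaphorase 0.133 mg/mL + resazurin 37 µM, fluorescence ex540/em590 at 0 and 20 min; normalized to enzyme-free and DMSO wells.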
ERG Ets-DNA blk = inhibitors of human ERG Ets domain-DNA interaction; P11308; fluorescence polarization, His-ERG Ets domain / labelled DNA; Potency, µM (series often up to 76.9 µM), for inactives: at the highest dose FP activity, negative = inhibition, most hits filed as inhibitors; 370,000 compounds, 0.028% hits; active = well fitted inhibition curve with a large enough effect in the polarisation, with a control signal flat; inconclusive = small, poorly fitted or top-dose-only effect, or effect the other way, or a change in a side signal; inactive = no such curve, though single readings can be large or run the other way; the % refers to the polarisation;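 note: polarization taken with two DNA probes labelled with fluorescein and Texas red; potency is the fitted concentration of half-maximal effect; % of control where 0% means no effect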
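His-tagged ERG Ets domain (1 uM in the protein solution; 300mM KCl, 50mM Tris-HCl, 1mM EDTA, 1mM DTT, pH 7.5) received compound, then a probe mix of 5 nM fluorescein-DNA and 100nM Texas-615-DNA. Fluorescence polarization was read for both dyes.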
D2 antagonist = antagonizes the human D2 dopamine receptor; P14416; HEK293 TREx D2 cells, calcium flux, dopamine EC80; inhibition, % at 10 µM; 340,000 compounds, 2% hits; AID 485344; in the data active = inhibition above about 30%; note: 0% is about no effect
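Overnight-induced (tetracycline, 30 C) HEK293 T-REx cells carrying force-coupled D2 receive a no-wash calcium dye, then compound, then EC80 dopamine at 180 s; signals are read kinetically throughout.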
12-LOX inh = ALOX12 (human) lipoxygenase inhibition. 580,000 compounds, 1.1% hits. purified 12hLO, xylenol orange hydroperoxide absorbance. Potency, µM (series often up to 108 µM), without a hit: top-dose activity change, negative = inhibition, hits mostly inhibitors; note: potency is the fitted concentration of half-maximal effect; % is set by controls: 0 for no effect and ±100 for the full control effect
Target sequence (P18054 whole entry, looked up): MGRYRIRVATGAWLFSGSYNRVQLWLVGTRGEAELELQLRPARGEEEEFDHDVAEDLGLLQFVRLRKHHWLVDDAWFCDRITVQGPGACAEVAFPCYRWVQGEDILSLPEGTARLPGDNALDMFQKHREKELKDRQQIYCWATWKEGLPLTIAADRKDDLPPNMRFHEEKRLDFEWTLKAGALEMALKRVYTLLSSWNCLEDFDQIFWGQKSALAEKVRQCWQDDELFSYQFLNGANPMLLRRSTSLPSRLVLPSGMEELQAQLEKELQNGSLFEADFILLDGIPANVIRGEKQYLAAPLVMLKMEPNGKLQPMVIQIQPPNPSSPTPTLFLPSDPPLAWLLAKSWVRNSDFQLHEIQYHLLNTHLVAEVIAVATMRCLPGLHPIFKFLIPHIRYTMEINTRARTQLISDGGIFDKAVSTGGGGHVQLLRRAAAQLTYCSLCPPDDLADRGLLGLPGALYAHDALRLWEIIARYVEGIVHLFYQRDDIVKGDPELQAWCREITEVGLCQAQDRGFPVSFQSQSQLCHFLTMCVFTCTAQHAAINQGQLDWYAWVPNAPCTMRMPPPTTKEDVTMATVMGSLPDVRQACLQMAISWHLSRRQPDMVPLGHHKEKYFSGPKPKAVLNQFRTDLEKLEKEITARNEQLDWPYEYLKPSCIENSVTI
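Purified human 12hLO at 150 nM in 25 mM Hepes, 0.01% Triton X-100, pH 7.0, preincubated 15 min at room temperature with compound. Reaction started with 40 uM arachidonic acid, 30 min at room temperature. Hydroperoxide measured by Fe-xylenol orange, 573/405 nm absorbance ratio.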
D2 agonist = D2 dopamine receptor (human) agonism | activation, % at 2 µM | 340,000 compounds, 0.53% hits | HEK293 T-REx D2 cells, calcium flux agonist mode | P14416 | AID 485358;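 active = activation over 3 SD above normal in the single-dose calcium agonist read, cut at about 30% in these data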; note: 0% is about no effect
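HEK293 Trex D2 cells, tetracycline-induced, o/n 30 C 5% CO2; no-wash Ca dye, RT 30–90 min; 10-cycle baseline, 23 nl cpd added, kinetic Ca read 180 s; agonist hits = positive Ca response.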
Numbers without * were called inactive; ? = inconclusive; · = not tested or not shown; & = joins results of further samples; [ ] = dose if it differs, or a comment. Unless noted, calls come from the whole dose curve; as a rule, active = well fitted curve in the direction sought with a large enough effect; inconclusive = small, poorly fitted or top-dose-only effect, or another doubt; inactive = no such curve, though single readings can be large; an effect the other way counts as inactive or inconclusive.

molecule | Vif-A3F inh | LDHA block | RGS4 inh | GRP78 ERSR act | 12-LOX inh | D2 agonist | D2 antagonist | ERG Ets-DNA blk | Vif-APOBEC3G blk
CCN(CC)c1ccc(/C=C2\NC(=O)NC2=O)cc1 | -6% | -3 | -6% | 6% | 6% | 2.1 | -4 | 2% | -24%
O=C(Cn1cnc2c(nnn2-c2ccccc2)c1=O)NCc1ccc(F)cc1 | -13% | -16 | 22% | -1% | 10% | 0.4 | -9 | 2% | -2%
CCCOc1ccc(C2C(=O)N(C3CCCCC3)CC(=O)N2CCC2=CCCCC2)cc1OC (configuration not stated) | -12% | 3 | -14% | -1% | -2% | -0.2 | · | 4% | 4%
O=C(COC(=O)c1ccccc1[N+](=O)[O-])NNC(=O)c1cccs1 | -7% | -1 | -1% | -2% | · | 0.4 | -10 | -6% | -1%
O=C(NC1CCCCCCC1)c1ccccc1O | 3% | 3 | 0%[11.4 µM] | 5% | 0% | -0.7 | 5 | -1% | -1%
Cc1cccc(-c2ccc3[nH]c4c(c3c2)CCN2C[C@H]3[C@H](C)ON(C)[C@H]3C[C@@H]42)c1 | -21% | ? | · | -1% | -9% | · | · | · | -10%
CCCc1cc(=O)[nH]c(SCC(=O)Nc2ccc(C)cc2)n1 | 1% | 1 | -13% | -4% | -3% | -0.3 | -4 | -2% | 0%
CN(C)S(=O)(=O)c1ccc(NC(=O)c2cc(F)c(F)cc2Cl)cc1 | -17% | -8 | 0% | -3% | 4% | -0.6 | -17 | -3% | 2%
Cc1ccc(Cl)cc1NC(=O)CSc1ccc(C(=O)O)cn1 | 1% | -10 | -9% | -2% | -1% | -0.3 | · | 3% | -1%
Fc1ccc(NC(=S)Nc2cc(-c3ccccc3)[nH]n2)cc1Cl | ? | 4 | -22% | -5% | 28µM* | 0.4 | 11 | 6% | -7%
CC(C)CN(C(=O)C1CCCO1)c1c(N)n(CC(C)C)c(=O)[nH]c1=O (configuration not stated) | -8% | 0 | -14% | -3% | -16% | 0.4 | -10 | 0% | -6%
O=C(COc1ccccc1)NS(=O)(=O)c1ccc(Cl)cc1 | -6% | -8 | 23% | 0% | 0% | 0.2 | 12 | 1% | 1%
O=C(COc1ccc(S(=O)(=O)N2CCCC2)cc1)Nc1ccc2c(c1)OCCO2 | -7% | -2 | -14% | 0% | -1% | 0.9 | 12 | 3% | 1%
Cc1cc(OCC(=O)Nc2cc(-c3nn4c(C)nnc4s3)ccc2C)ccc1Cl | -10% | -6 | -22% | -4% | 2%[57.4 µM] | -1.6 | 1 | 15% | 1%
CCCCNCCCCOc1ccccc1 | 10% | -9 | 10% | 0% | 17% | · | · | 1% | 1%
O=C(Cc1ccccc1)Nc1sc2c(c1C(=O)Nc1ccccc1)CCCCC2 | -5% | 8 | -43% | 0% | ? | -0.1 | · | 0% | 0%
CC(C)C(=O)NNc1ccc(C(F)(F)F)cn1 | -2% | ? | 6% | -4% | 496%[activator] | 0.5 | 1 | 7% | -3%
COc1ccc(CCNC(=O)c2cc(-c3ccc(C)c(C)c3)nc3ccccc23)cc1OC | -13% | 0 | -13% | 3% | -21% | 0.2 | · | -4% | -18%
Cc1ccc(C)c(NC(=O)COC(=O)c2cccc(S(=O)(=O)N3CCCCC3)c2)c1 | 3% | 0 | 28% | -4% | 6% | 0.3 | 4 | 5% | -5%
COc1ccc(N2C(=O)C3C4C=CC(C5CC45)C3C2=O)c([N+](=O)[O-])c1 (configuration not stated) | -1% | -4 | -8% | -3% | -7% | 0.2 | 1 | 8% | 2%
Nc1nonc1/C(=N/O)N1CCCC1 | 4% | -3 | 16% | -3% | 3% | 0.6 | -11 | -6% | -1%
O=C(CCS(=O)(=O)c1ccc(F)cc1)N1CCN(c2ccccc2)CC1 | 4% | -3 | -6% | -2% | 1% | · | · | -3% | 3%
CCc1ccc(NC(=O)Cn2c(=O)n(CCC(=O)NCc3ccc4c(c3)OCO4)c(=O)c3ccccc32)cc1 | -21% | -14 | 12% | -1% | -11% | 0.2 | · | -2% | 3%
NC(=O)CSc1nc2c(sc3ccccc32)c(=O)n1CCCC(=O)NCC1CCCO1 (configuration not stated) | ? | -2 | 11% | -2% | -18% | -0.2 | 16 | 18% | 5%
COc1cccc(Cn2c(CNC(=O)c3cc([N+](=O)[O-])ccc3Cl)nc3cccnc32)c1 | 1% | -5 | -16% | -3% | 3% | -0.4 | · | 11% | 5%
CCOC(=O)CSc1nc2ccccc2c(=O)n1C | 2% | -5 | -10% | 3% | 0% | 0.2 | 2 | -1% | -6%
Cc1c(NC(=O)CN2CCCC(C)C2)ccc2nsnc12 (configuration not stated) | 2% | -4 | -17% | -7% | ? | 0.0 | -6 | 3% | 3%
CCC1CCCCN1C(=O)CCc1nnc(Cc2c[nH]c3ccccc23)o1 (configuration not stated) | -14% | 1 | 7% | -1% | -1% | -2.3 | -17 | 3% | 4%
COC(=O)c1ccccc1NC(=O)c1cc2nc(-c3ccccc3)cc(-c3ccccc3)n2n1 | 8% | -3 | -5% | 1% | -23% | 0.7 | · | -9% | -7%
CCOC(=O)c1c(NC(=O)CSc2c[nH]c3ccccc23)sc2c1CCCC2 | -13% | -3 | -8% | -5% | -19% | -0.7 | -11 | 3% | -15%
CCc1cccc(NC(=O)CN(C)S(=O)(=O)c2ccc3c(c2)n(C)c(=O)c(=O)n3C)c1 | 3% | 7 | -3% | -1% | -6% | -1.0 | · | 0% | -6%
O=C(NC(Cc1ccc(O)cc1)C(=O)N=Nc1c(O)[nH]c2ccccc12)c1ccccc1 (configuration not stated) | -1% | -16 | 18% | -1% | -25% | · | · | -8% | -3%
O=C(COC(=O)c1cccc(Cl)c1)Nc1cccc(S(=O)(=O)NC2=NCCC2)c1 | 0% | -7 | -3% | -7% | 9% | · | · | 10% | 0%
Cc1ccc(Nc2nc(N)c([N+](=O)[O-])c(N3CCOCC3)n2)cc1C | 6% | -2 | 4% | -1% | -7% | -2.2 | 3 | 5% | -2%
O=C(Nc1ncc(Cc2ccc(Cl)cc2Cl)s1)c1ccc([N+](=O)[O-])cc1 | -5% | -2 | -26% | -5% | 10% | 4.5 | 13 | -3% | -1%
CCOC(=O)N1CCN(c2ccc(N3C(=O)CCCC3=O)cc2[N+](=O)[O-])CC1 | -11% | -2 | -10% | -2% | 7% | 0.4 | 6 | 10% | -6%
CCCCc1ccc(NC(=O)CN(C)CC(=O)Nc2ccccc2Cl)cc1 | -3% | -9 | -1% | 1% | 80%[activator] | -1.7 | -2 | 2% | 1%
CCn1c(CSc2nnc(-c3ccncc3)n2CCOC)nc2cc(C(=O)O)ccc21 | -15% | -1 | ? | -4% | ? | 0.1 | -24 | 5µM* | 1%
O=C(CCC(=O)c1cccs1)NNC(=O)c1cccc(Cl)c1 | -12% | -14 | 12% | 2% | -27% | 1.2 | -4 | -14% | 0%
COc1ccc(C2c3c(n(C)c4ccccc34)C(=O)N2CC(=O)Nc2ccc(F)cc2)cc1 (configuration not stated) | -2% | -8 | -12% | -3% | -15% | · | · | -2% | -3%
Brc1ccc(-c2nc3c4ccccc4ccn3c2Cc2ccccc2)cc1 | -12% | 4 | · | 3% | -3% | · | · | · | -7%
COc1cc(/C=N/NC(=O)CCc2n[nH]c(=O)[nH]c2=O)ccc1O | 10% | -6 | -1% | 0% | 0% | -0.2 | 7 | -4% | 0%
COc1ccc(S(=O)(=O)NC(=O)C2(C)CCN2C(=O)Cc2cc(C)cc(C)c2)cc1OC (configuration not stated) | · | -5 | · | -3% | ? | · | · | · | -5%
Cc1cccc(NC(=O)CNC(=O)[C@H]2O[C@@H](n3ccc(N)nc3=O)[C@H](O)[C@@H]2O)c1C | · | -8 | · | -2% | -15% | · | · | · | 0%
COc1ccc(CCNc2nc(C)cc(=O)[nH]2)cc1OC | -4% | -8 | 37% | -5% | -7% | · | · | -2% | -3%
O=c1[nH]c(C(Cl)(Cl)Cl)nc2ccc3ccccc3c12 | 6% | -10 | 31% | 0% | -8% | -2.0 | 3 | -5% | -1%
Cc1ccc(OCC(=O)c2c[nH]c3ccccc23)c([N+](=O)[O-])n1 | -1% | 4 | -20% | 2% | 3% | 2.3 | 11 | -5% | -4%
CCCCN(C)CCCNC(=O)c1cc(-c2cccnc2)nc2ccccc12 | 2%&-10% | -12&-5 | -7%&32% | -4%&-3% | 9%&-3% | 0.2&-0.3 | 7 | 5%&0% | -4%&6%
NNC(=O)CNC(c1ccccc1)c1cc(Cl)ccc1NC(=O)c1ccccc1 (configuration not stated) | 0% | -8 | -1% | -2% | 20% | 0.6 | -5 | -1% | 2%
COc1ccc(OC)c(NC(=O)C2CCCN2C(=O)NC2CCCCC2)c1 (configuration not stated) | 3% | 1 | -4% | -5% | -4% | -0.5 | -21 | 7% | -1%
COc1ccccc1N1C(=O)c2ccc(C(=O)Nc3ccc(F)cc3)cc2C1=O | 6% | -4 | 7% | -4% | 9% | -1.1 | 5 | -6% | 4%
COc1ccc(N2CCN(C(CNC(=O)C(=O)NCCCn3ccnc3)c3cccnc3)CC2)cc1 (configuration not stated) | -2% | -1 | 3% | -4% | -3% | -0.2 | -3 | -14% | -1%

A portion of the library. The share of hits here may be higher or lower than overall.
